Bioassay records deposited in PubChem by several laboratories.
MT stabilizer: microtubule stabilizers in HeLa cells; HeLa tubulin immunostaining HCS, 24 h; share of cells brighter than vehicle mean+2SD; % tubulin-high responders, % at 10 µM; 200,000 tested, 0.83% active;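 active = plate Z-score above 3 for both tubulin-high and condensed-nucleus cell shares, with cell loss under 80%, at 10 µM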;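 also: anti alpha tubulin signal scored within the nucleus-defined area of each cell; some results filed as inactive read as strong as hits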
Yfh1-depleted yeast: enhancers of respiration in Yfh1-depleted yeast, dose response, Friedreich's ataxia, plus single-dose screen (AID 1465) | S. cerevisiae Yfh1-off respiration, WST-1 reduction, 72 h; higher fold induction means a stronger effect | fold induction at 50 µM; hits with a dose series show EC50 in µM | 220,000 tested, 0.074% active;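 active = fold induction of absorbance versus untreated yeast above a set limit, then at least 30% activation at any dose in follow-up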;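 also: activators that raise dye reduction in frataxin-depleted yeast; strong numbers were not always called active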
Autophagy HCS: modulators of autophagy; MEF GFP-LC3 puncta imaging; test concentration mostly 10 µM; calls only at 10 µM (by protocol); 190,000 tested, 0.98% active; AID 463193;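 active = percentage of spot-positive cells more than 3 SD above its plate mean, without a fluorescence outlier flag or 80% toxicity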;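 also: spot-positive cell cutoff set from DMSO-treated cells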
bCat nuc transl: modulators of beta-catenin nuclear translocation; HeLa beta-catenin nuclear translocation, immunofluorescence imaging; 190,000 tested, 0.3% active; nuclear translocation activity, % at 5 µM;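 active = nuclear translocation activity above 50% at 5 µM, with a well cell count of 50 or more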;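 also: per-cell ratio of nuclear to cytoplasmic median beta-catenin stain intensity; plate controls were DMSO negative control for no effect and GSK-3 inhibitor IX positive control for full effect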
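Test system: human HeLa cells, endogenous beta-catenin. Times: 24 h compound exposure, 37°C. Measured by: beta-catenin immunofluorescence imaging with DAPI.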
WT yeast gro inh: growth inhibition of WT yeast, mitochondrial fusion screen | inhibition, % at 10 µM | AID 1362 | 190,000 tested, 2.1% active | mitochondrial fusion phenotypic screen, WT strain; in the data active = inhibition above about 58%; tested in S. cerevisiae
Dynein cargo inh: dynein cargo transport inhibition. 3617.4 mouse cells, GR-EGFP nuclear translocation imaging; test concentration mostly 20 µM; stimulated with dexamethasone, 1 µM; stronger effect = lower value. z-score, hits read low. 220,000 tested, 0.47% active;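 active = plate z-score of nuclear minus cytoplasmic receptor signal below a set negative limit, without overly bright fluorescence or cell loss, cut at about -3.5 in these data, passing the limit was not always enough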;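 also: z-score of nuclear minus cytoplasmic ring GR-EGFP intensity difference per well; some compounds called inactive have numbers as strong as hits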
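Medium: Induction medium lacking tetracycline, stripped serum | Probe or stimulus: 1.0 µM final dexamethasone stimulus | Schedule: 48 h induction, then 1 h compound, then 30 min agonist, 37 °C | Signal: Automated 10x imaging of fixed Hoechst-stained cells | Evaluation: Per-cell GR-EGFP intensity, nucleus versus surrounding cytoplasmic ring, well-averaged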
Hep lipid drop: modulators of hepatic lipid droplet formation | AML12 mouse hepatocytes, oleate lipid droplets, BODIPY imaging | inhibition, % at 6.5 µM | 240,000 tested, 0.4% active;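 active = lipid droplet intensity inhibited by at least 50%, with more than 500 cells counted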
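System: AML12 hepatocytes (mouse). Probe or stimulus: oleic acid at 100 µM to induce lipid droplet formation. Times: overnight treatment with compound plus oleate. Detection: Image-based BODIPY and DAPI two-channel analysis. Evaluation: percent inhibition of filter-corrected integrated lipid droplet intensity per well.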
Ins promoter up: MIN6 insulin promoter up-regulation. 190,000 tested, 0.3% active. MIN6 insulin promoter-GFP reporter, high-content imaging; stronger effect = higher value. z-score at 5 µM. AID 1625;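 active = z-score above 3 at 5 µM with at least 500 cells counted in the well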
NOD2 inhibition: NOD2 signaling inhibitors, cell-based, luminescence, uHTS, HEK293 (AID 1566); HEK293 NOD2/NF-kB luciferase reporter, luminescence; higher % means a stronger effect; inhibition, % at 4 µM, or EC50 in µM where a hit was titrated; 290,000 tested, 0.63% active; in the data active = inhibition above about 50%; also: many of its hits are not listed in these tables
WT yeast gro inh mutant strain: also measured in WT yeast gro inh; calls as there; inhibition, %; mitochondrial fusion phenotypic screen, mutant strain inhibition
Dynein cargo inh cytoplasmic EGFP: recorded beside Dynein cargo inh, whose call it bears; z-score; measured here: cytoplasmic GR-EGFP intensity; stronger effect = higher value
Dynein cargo inh nuclear GR-EGFP: further read-out of Dynein cargo inh, marked with its call; z-score; measured here: nuclear GR-EGFP intensity;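 lower value marks the stronger effect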
Dynein cargo inh cell count: recorded beside Dynein cargo inh, whose call it bears; z-score; measured here: cell count per field
Ins promoter up cell count: also measured in Ins promoter up; calls as there; cell count; measured here: cytotoxicity, nuclei count;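 total cells summed across four imaged fields per well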
Hep lipid drop cells 6.5 µM: second read-out of Hep lipid drop, no call of its own (marks repeat the call); cell count; measured here: cell count, cytotoxicity flag;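 cells counted across two imaged fields per well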
bCat nuc transl cell count 5 µM: recorded beside bCat nuc transl, whose call it bears; cell count; measured here: cell count, cytotoxicity flag
MT stabilizer Hoechst-high %: also measured in MT stabilizer; calls as there; % Hoechst-high responders; measured here: nuclear condensation Hoechst responders;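 share of cells brighter than vehicle mean plus two SD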
MT stabilizer cytotoxicity %: second read-out of MT stabilizer, no call of its own (marks repeat the call); toxicity, %; measured here: cytotoxicity by cell density;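 0% = mean cell density of plate MIN control wells and 100% = no cells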
Autophagy HCS cell loss 18 h: recorded beside Autophagy HCS, whose call it bears; toxicity, %; measured here: cell loss, nuclei count;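 cell loss after 18 h compound exposure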
Numbers without * were called inactive; i = inactive; · = not tested or not shown. Some of the compounds tested (hit frequency here may not be typical).

SMILES	MT stabilizer	MT stabilizer Hoechst-high %	MT stabilizer cytotoxicity %	Yfh1-depleted yeast	Autophagy HCS	Autophagy HCS cell loss 18 h	bCat nuc transl	bCat nuc transl cell count 5 µM	WT yeast gro inh	WT yeast gro inh mutant strain	Dynein cargo inh	Dynein cargo inh cytoplasmic EGFP	Dynein cargo inh nuclear GR-EGFP	Dynein cargo inh cell count	Hep lipid drop	Hep lipid drop cells 6.5 µM	Ins promoter up	Ins promoter up cell count	NOD2 inhibition
CN1CCN(c2ccccc2NC(=O)c2ccc(N3CCCCC3)c([N+](=O)[O-])c2)CC1	2.9	2.6	8.6	i	i	21	0.5	1527	5	-9	0.25	-0.22	0.37	0.2	·	·	-1.7	1244	8%
Cc1nc(C)c(C(=O)Nc2ccccc2-c2ccccc2)o1	3.2	2.9	16	i	i	23	3.3	1396	-14	16	1.5	-0.25	1.2	-1.1	·	·	0.94	1269	4%
O=C(c1ccc([N+](=O)[O-])cc1)n1nc(-c2ccccc2)nc1NCc1ccccc1	2.0	1.7	7.2	·	i	8	3.8	1357	-1	1	-0.59	-0.18	-0.35	-0.0098	·	·	-0.02	1217	-31%
CCn1nc(C)c(CN2CCN(Cc3ccc(OC)c(C)c3C)C(CCO)C2)c1C (stereo not drawn)	2.7	2.0	3.6	i	i	4	1.3	1161	8	10	0.12	-0.2	0.19	0.055	-2	653	-1	1330	14%
CCOC(=O)C(Cc1ccc(NC(=O)/C(=C/c2ccc(OC(C)=O)cc2)NC(C)=O)cc1)N1C(=O)c2ccccc2C1=O (stereo not drawn)	1.2	2.1	8.2	i	i	-1	0.0	1341	-29	-19	-0.56	-0.13	-0.33	0.53	·	·	0.75	1604	0%
Cc1cc(C)c(OCCN(C)C)c(Cl)c1	4.1	1.7	6.7	i	i	-1	-3.3	1078	19	-6	0.22	-0.17	-0.037	0.35	2	678	0	1634	6%
O=C(CCNC(=O)c1ccccc1Cl)Nc1ccc(S(=O)(=O)Nc2ncccn2)cc1	1.0	1.6	1.1	i	i	3	-2.2	1014	8	1	0.75	-0.36	-0.021	-0.53	33	672	-1.6	1518	11%
Cc1cccc(NC(=O)CCC(=O)N/N=C/c2cc([N+](=O)[O-])ccc2O)c1	6.8	2.7	4.6	i	i	5	-0.7	1071	-8	1	-0.39	-0.2	-0.14	0.93	-7	598	0.35	1495	17%
CC(=O)c1ccc(N2CCN(C(=O)CCCn3c(=O)[nH]c4ccccc4c3=O)CC2)cc1	1.3	2.9	8.5	i	i	-7	-0.2	1170	-14	-7	0.18	-0.25	0.02	0.51	-2	714	-0.44	1182	7%
CN1CCN(CCc2cn3ncc(C#N)c3nc2-c2ccc(F)cc2)CC1	5.9	1.8	3.5	i	i	22	-2.6	990	0	13	-0.28	-0.14	-0.028	0.07	14	782	-0.15	1449	5%
C=CCn1cccc(C(=O)Nc2cc(OC)c(OC)c(OC)c2)c1=O	2.4	3.5	11	i	i	6	-0.9	1120	-1	-19	2.1	-0.21	0.64	-0.48	·	·	-0.49	1314	9%
CC1=C(C(=O)OCc2ccccc2)C(c2ccco2)n2ncnc2N1 (stereo not drawn)	3.0	2.5	10	i	i	-11	-0.2	1129	-3	2	0.78	-0.18	0.53	-0.001	-1	598	-0.33	1864	15%
CNC(=S)N1N=C(c2ccc(C)cc2)CC1c1cc(OC)ccc1OC (stereo not drawn)	12*	29*	20*	i	i	18	1.4	1398	48	34	1.7	-0.32	1	-0.73	-22	689	-1.2	1367	-22%
CC(=O)Nc1ccc(C(=O)NC2CCCC2)cc1	2.2	2.3	11	·	i	1	·	·	-18	-4	-1.2	-0.28	-0.64	1	0	704	-0.26	1283	-9%
O=C1CCCN1CCCNC(=S)Nc1ccc(Cl)cc1Cl	2.2	1.8	6.2	i	i	-4	5.9	991	0	1	-0.44	-0.18	-0.18	0.35	0	667	-0.34	1165	9%
Cc1ccc(C)c(C(=O)CCC(=O)NCc2ccc(Cl)cc2)c1	2.2	1.5	1.7	i	i	-6	-1.1	1127	3	-26	-0.41	-0.17	-0.13	-0.071	13	709	-0.36	1359	-7%
COc1cccc(CNn2c(-c3cccc(C)c3)nc3ccccc3c2=O)c1O	4.1	2.0	7.4	i	i	12	-3.2	851	6	3	-0.21	-0.23	0.096	0.6	·	·	-1.5	1166	8%
CCn1cc(C(=O)N2CCN(c3ccccn3)CC2)c2cc(OC)c(OC)cc2c1=O	2.7	2.2	17	i	i	-4	-0.2	1099	10	-13	2.2	0.072	1.4	-0.72	12	745	-0.79	1235	-24%
Cc1cc(C)c(NC(=O)CS(=O)CC(=O)N2CCN(c3ccccc3)CC2)c(C)c1 (stereo not drawn)	3.9	2.0	9.4	i	i	0	-1.3	837	15	5	-0.052	-0.35	-0.32	0.71	·	·	0.83	1180	-5%
Cc1cccc(OCC(=O)Nc2ccc(S(=O)(=O)N3CCCC3)cc2)c1	1.1	1.4	5.3	·	·	·	3.0	1118	-5	-3	-0.25	-0.21	0.18	0.1	·	·	-0.02	1139	0%
CCCCNC(=S)Nc1ccc(SC(F)F)cc1	3.0	1.5	3.2	i	i	13	-0.5	1127	48	7	-0.98	-0.23	-0.41	1	0	696	0.68	1318	-28%
COc1cccc(NC(C(=O)Nc2cccc(C(C)=O)c2)c2ccccc2)c1 (stereo not drawn)	2.6	1.3	1.1	i	i	11	-1.0	917	26	3	0.77	-0.29	0.35	-0.79	1	658	-1.3	1220	-7%
CCOc1ccc(-c2cc(N)n(S(=O)(=O)c3ccc(OC)c(OC)c3)n2)cc1	1.5	3.6	4.1	i	i	5	·	·	-12	4	-0.29	-0.22	-0.16	-0.07	·	·	-1.6	507	9%
CC(O)CNc1nc2ccccc2n1CC(=O)NC12CC3CC(CC(C3)C1)C2 (stereo not drawn)	1.7	2.2	11	i	i	6	0.7	1100	-11	-14	-0.74	-0.33	-0.46	0.96	3	725	-0.1	1403	-6%
COc1ccccc1S(=O)(=O)n1cc(Cc2ccccc2)c(N)n1	6.0	2.2	5.2	i	i	4	-5.7	1022	-13	-6	2	-0.2	0.99	-0.11	-4	764	·	·	22%

Taken from above.
`CN1CCN(c2ccccc2NC(=O)c2ccc(N3CCCCC3)c([N+](=O)[O-])c2)CC1` in WT yeast gro inh is listed with 5
`CCOc1ccc(-c2cc(N)n(S(=O)(=O)c3ccc(OC)c(OC)c3)n2)cc1` in Ins promoter up is listed with -1.6
`Cc1cccc(OCC(=O)Nc2ccc(S(=O)(=O)N3CCCC3)cc2)c1` in WT yeast gro inh is listed with -5

Next records:
SMILES	MT stabilizer	MT stabilizer Hoechst-high %	MT stabilizer cytotoxicity %	Yfh1-depleted yeast	Autophagy HCS	Autophagy HCS cell loss 18 h	bCat nuc transl	bCat nuc transl cell count 5 µM	WT yeast gro inh	WT yeast gro inh mutant strain	Dynein cargo inh	Dynein cargo inh cytoplasmic EGFP	Dynein cargo inh nuclear GR-EGFP	Dynein cargo inh cell count	Hep lipid drop	Hep lipid drop cells 6.5 µM	Ins promoter up	Ins promoter up cell count	NOD2 inhibition
c1ccc2[nH]c(SN3CCOCC3)nc2c1	3.5	0.8	5.3	i	i	7	-0.9	1100	-10	-4	-0.65	-0.25	-0.085	0.72	12	518	0.42	1899	1%
CN(C)S(=O)(=O)c1cccc(C(=O)OCC(=O)Nc2sccc2C#N)c1	2.4	1.2	4.9	·	i	16	-2.1	1137	11	8	-0.53	-0.37	0.058	0.12	18	774	0.13	974	0%
C(CNC1C2CC3CC(C2)CC1C3)CN1CCOCC1 (stereo not drawn)	·	·	·	i	·	·	1.9	1301	·	·	-0.26	-0.68	-0.45	0.35	23	726	-0.37	1131	-1%
CCn1cc(CN2CCc3c([nH]c4ccccc34)C2c2cccc(O)c2)c(C)n1 (stereo not drawn)	3.4	2.0	1.4	i	i	4	-0.1	987	5	-6	-0.36	-0.14	-0.67	1.2	0	643	0	1461	13%
CCOC(=O)C1CCCN(C(=O)c2sc3nc(C)nc(N(CC)CC)c3c2C)C1 (stereo not drawn)	2.5	1.6	8.4	i	i	-31	-6.3	1113	-5	-21	-0.59	-0.21	0.53	1.2	4	705	-0.71	790	17%
C=CCNC(=O)CN(c1ccc(OC)cc1OC)S(C)(=O)=O	2.0	1.3	6.0	i	i	-7	-2.2	1041	-6	-17	-0.63	-0.031	-0.2	0.71	5	791	0.59	792	13%
O=C(CSCSCC(=O)Nc1ccc2c(c1)OCO2)Nc1ccc2c(c1)OCO2	1.6	2.1	3.2	i	i	-10	-5.1	914	6	13	0.46	-0.24	0.36	0.48	·	·	0.82	1173	-6%
COc1cccc(C(=O)CN2CCN(S(=O)(=O)c3ccc(Br)cc3)CC2)c1	5.3	2.9	0.7	i	i	-15	1.4	1371	-5	15	-1	0.012	-0.29	0.17	·	·	0.17	1491	-12%
CN1CCN(C2=C(Cl)C(=O)N(c3ccc(Cl)c(Cl)c3)C2=O)CC1	4.4	1.3	11	i	i	8	-5.1	959	-7	-3	-4.6*	0.52*	-1.7*	-0.57*	·	·	0.26	1448	7%
CCOC(=O)C1CCN(C(=O)CCc2c(C)nc3c(-c4ccc(F)cc4)c(C)nn3c2C)CC1	3.0	3.3	7.1	i	i	6	·	·	-6	23	-0.45	-0.22	-0.21	0.45	·	·	0.63	785	23%
